# From PubChem
# Yeast growth inh: growth inhibitors of yeast BB579 in restrictive medium, primary screen, yeast lifespan-shortening project, S. cerevisiae. inhibition, % at 10 µM. 140,000 compounds, 0.51% hits. AID 804, 2007. OD615, 48 h;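 active = inhibition above a set limit, 3 SD over the mean compound inhibition, cut at about 44% in these data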; also: inactives centre near -24
#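 controls = amphotericin B 10 µg/mL, positive | assay system = DeaD yeast strain BB579 | schedule = 48 h compound exposure at 30 °C after 4 h preincubation | detection = OD615 turbidity measurement | medium = restrictive CSMM-D medium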
# NPY Y2 blocker: NPY-Y2 receptor antagonists, primary screen, cell-based; NPY-Y2 expressing cells, antagonist mode; inhibition, % at 2.7 µM; 140,000 compounds, 0.99% hits; AID 793, 2007; in the data active = inhibition above about 17%;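 also: 0% = vehicle with agonist challenge and 100% = reference antagonist with challenge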
# Target sequence (P49146 whole entry, looked up): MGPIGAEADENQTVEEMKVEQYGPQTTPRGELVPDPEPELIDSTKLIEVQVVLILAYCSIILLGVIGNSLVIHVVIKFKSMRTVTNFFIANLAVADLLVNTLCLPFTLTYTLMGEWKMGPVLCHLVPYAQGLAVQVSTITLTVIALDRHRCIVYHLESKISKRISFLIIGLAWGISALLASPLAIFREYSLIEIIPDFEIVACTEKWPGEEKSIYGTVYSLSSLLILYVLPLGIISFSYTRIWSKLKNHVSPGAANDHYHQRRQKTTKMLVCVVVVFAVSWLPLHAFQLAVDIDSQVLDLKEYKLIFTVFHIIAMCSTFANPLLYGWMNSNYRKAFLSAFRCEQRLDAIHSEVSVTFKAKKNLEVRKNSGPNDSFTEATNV
# E-sel TNF inh: E-selectin induction blockers in HUVEC – imaging, immunofluorescence, high content, primary screen | 120,000 compounds, 0.71% hits | inhibition, % at 2 µM | AID 1246, 2008 | HUVEC TNFa-induced E-selectin immunofluorescence;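 active = inhibition above the batch mean plus 3 SD, and confirmed as a hit on visual image review, cut at about 43% in these data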;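 also: 0% = TNF-stimulated DMSO wells and 100% = unstimulated control wells; not every result past the cut was called active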
# HCT116 bCat-KO: primary screen for growth suppressors in beta-catenin knockout HCT116 cells (colon tumor, human); HCT116 beta-catenin knockout viability, CellTiter-Glo, 60 h; stronger effect = lower value; 140,000 compounds, 1.5% hits; viability, % at 10 µM;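 active = viability at or under a set limit, the compound median less 4 SD, cut at about 6% in these data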;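 also: 0% = Hyamine 1622 control at 20 µM and 100% = untreated cell control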
# GALR2 antag: GALR2 antagonists in receptor-expressing cells, primary screen; Galanin receptor type 2 (Homo sapiens), O43603; antagonist mode; inhibition, % at 4 µM; 140,000 compounds, 0.39% hits; in the data active = inhibition above about 27%;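 also: cells stimulated with galanin 1-16 at roughly its EC80; 0% = agonist challenge control and 100% = basal control without agonist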
# Target sequence (O43603 whole entry, looked up): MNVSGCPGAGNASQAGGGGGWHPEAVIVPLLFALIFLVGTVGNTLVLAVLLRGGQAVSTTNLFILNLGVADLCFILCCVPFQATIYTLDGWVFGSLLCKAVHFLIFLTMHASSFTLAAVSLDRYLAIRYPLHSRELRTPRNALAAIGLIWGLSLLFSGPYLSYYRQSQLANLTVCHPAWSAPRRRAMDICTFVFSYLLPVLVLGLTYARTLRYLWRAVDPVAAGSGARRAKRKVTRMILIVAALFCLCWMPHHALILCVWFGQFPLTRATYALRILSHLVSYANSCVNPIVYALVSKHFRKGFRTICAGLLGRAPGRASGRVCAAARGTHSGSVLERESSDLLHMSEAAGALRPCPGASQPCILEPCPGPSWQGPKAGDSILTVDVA
# Yeast lifespan up: compounds extending yeast replicative lifespan, primary screen, S. cerevisiae, OD615; AID 775, 2007; 130,000 compounds, 0.68% hits; inhibition of the nicotinamide effect, % at 10 µM; S. cerevisiae growth with nicotinamide; deaD strain in restrictive glucose medium;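 active = inhibition above a set limit, placed 3 SD over the median of all compounds, cut at about 26% in these data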;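 also: 0% = nicotinamide-treated wells and 100% = cells grown without nicotinamide; some compounds called inactive have numbers as strong as hits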
#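 Assay system: DeaD-strain S. cerevisiae. Medium: CSMM-D glucose medium, restrictive. Reagent: nicotinamide, 1.5 mM, co-present with compound. Compound: 10 µM single point, 0.25% DMSO. Schedule: culture preincubation 4 h, compound exposure 48 h, both 30 °C. Detection: absorbance at 615 nm.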
# Measles CPE: compounds protecting cells from measles virus cytopathic effect, primary screen, measles RdRp inhibitor project, single point, MLSMR library, absorbance. Measles virus-infected cells, CPE protection. protection (pct of control), % at 4 µM. 140,000 compounds, 1.5% hits; in the data active = protection mostly above about 24%, no sharp cut-off; inactive = mostly below about 26%; also: some compounds called inactive have numbers as strong as hits
# Phagocytosis inh: inhibitors of macrophage phagocytosis, primary screen, imaging, J774A.1 cells, IgG beads; AID 1029, 2008; 110,000 compounds, 0.07% hits; J774A.1 macrophage IgG-bead phagocytosis; inhibition, % at 5 µM;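 active = inhibition above the mean of the plate negative controls plus 5 SD, cut at about 13% in these data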;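 also: phagocytic index as fraction of beads internalized from green versus red external bead signal; plate controls were DMSO negative control for no effect and cytochalasin-D positive control for full effect; some results beyond the cut were filed as inactive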
# PTEN del growth: growth suppression of PTEN-null HCT116, primary screen, cell-based, CellTiter-Glo; AID 827, 2007; HCT116 PTEN-null viability, 60 h; stronger effect = lower value; 140,000 compounds, 1.2% hits; viability, % at 10 µM;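 active = viability at or below a set limit, 4 SD under the median of all tested compounds, cut at about 3.7% in these data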;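 also: PTEN knockout HCT116 line with beta catenin targeted HCT116 as companion control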
# MRP-1 activ: H69AR viability gain despite doxorubicin, primary screen, MRP-1 activator project, H69AR cells, CellTiter-Glo; viability increase, % at 10 µM; viability rescue; 140,000 compounds, 0.61% hits; AID 799, 2007;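 active = viability gain under doxorubicin at or above a set limit, the compound median plus 3 SD, cut at about 4.7% in these data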;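 also: MRP-1 overexpressing cells given doxorubicin 25 µM after compound pretreatment; 18-22 h compound pretreatment then 72 h with doxorubicin before readout; 0% = doxorubicin-only wells and 100% = vehicle-treated cells without doxorubicin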
# * marks the source's active call; other numbers are inactive results; · = not tested or not shown; & = joins results of further samples.
SMILES,Yeast growth inh,NPY Y2 blocker,E-sel TNF inh,HCT116 bCat-KO,GALR2 antag,Yeast lifespan up,Measles CPE,Phagocytosis inh,PTEN del growth,MRP-1 activ
O=C1Nc2ccccc2C12OCCS2 (configuration not stated),-39,·,·,100,·,5,30,-1,107,0.2
c1ccc2c(c1)oc1c(N3CCOCC3)ncnc12,56*,3,-24,97,4,-14,9,0,93,-0.9
COc1ccc(N2CCN(C(=O)C(OC(C)=O)c3ccccc3)CC2)cc1 (configuration not stated),0,1,10,95,-2,-1,3,0,95,-2.3
CC(C)[C@H](NC(=O)NCCc1ccc(Cl)cc1)C(=O)O,-7,4,-28,99,5,-5,6,-1,106,-2.5
COc1nc(NC23CC4CC(CC(C4)C2)C3)nc(OC)n1,-23,2,-9,62,4,-4,11,-3,69,-1.5
CCOC(=O)/C(C#N)=C\c1ccc(N2CCN(C)CC2)cc1,20,-1,·,101,5,-7,5,-1,104,1.1
C=CCNc1nc2c(c(=O)[nH]c(=O)n2C)n1Cc1cccc(C)c1,-14,1,12,93,-7,-6,26,·,99,-1.6
Cc1ccc(S(=O)(=O)CCC(=O)OCC(=O)N2CC(=O)Nc3ccccc32)cc1,-18,0,12,104,5,-25,13,0,84,-1.2
CCOc1cccc(NC(=O)C2CC(=O)N(C)C2)c1 (configuration not stated),-20,0,11,95,-11,-14,4,0,92,-1.3
O=C(NCc1ccc2c(c1)OCO2)c1ccccn1,-25,4,3,90,4,-4,13,·,95,-2.7
CCOc1ccc(OCC)c(NC(=O)C2CCCN(c3nc(C)cc(C)n3)C2)c1 (configuration not stated),-15,2,-56,89,0,-4,23,0,82,-2.6
CCOc1ccc(Nc2nc(Cc3nnc(SCC(=O)c4ccc(C)cc4)o3)cs2)cc1,-28,0,15,84,-3,-2,31*,0,78,-1.7
Cc1cc(C)nc(Nc2n[nH]c(COc3ccc4ccccc4c3)n2)n1,-24,2,-9,83,2,-12,3,-4,94,-1.6
CC(C)c1c(O)cc(-c2ccncc2)n(-c2ccc(Cl)cc2)c1=O,-28,2,68*,84,-2,-3,8,3,93,-1.9
CC(C(=O)Nc1ccccc1Oc1ccccc1)c1ccccc1 (configuration not stated),-57,1,-1,85,6,1,13,-1,85,-1.9
CCNC(=S)Nc1ccccc1-c1ccccc1,-15,1,·,104,16,1,4,-6,99,-1.5
O=C(COC(=O)c1cc(-c2cccnc2)nc2ccccc12)Nc1ccc(F)cc1F,-57,2,-17,87,-3,-3,10,-5,91,-0.8
O=c1c(-c2ccco2)[n+]([O-])c2ccccc2n1OCc1ccccc1,-42,2,-13,87,-15,-6,4,0,98,1.1
Cc1cccc(Oc2c(C=O)c3ccccc3n2C)c1,-41,5,-5,90,5,-18,5,·,84,-6.0
CCCCNC(=O)C1CCCN(S(=O)(=O)c2ccc(-n3cnnn3)cc2)C1 (configuration not stated),-11,0,4,97,-17,-6,20,0,106,-2.4
Cc1nn(Cc2ccccc2)c(=O)n1N(C)c1ncc(C(F)(F)F)cc1Cl,-29,2,-13,91,-3,-5,11,-1,102,1.1
CCCCOC(=O)Nc1cccc(C(=O)OCC)c1,3,7,15,91,3,-29,1,·,93,-0.4
CN(c1ccc(C(=O)O)cc1)S(=O)(=O)c1ccc(Cl)cc1,-38,0,-9,90,-12,-1,4,-3,90,-1.3
CCOc1cc(-c2cc(-c3ccc(C)cc3)nc(N)c2C#N)ccc1O,-27,6,12,8,-11,-11,13,-2,7,-5.4
COc1ccc(OC)c(NC(=O)C2CCCCC2C(=O)O)c1 (configuration not stated),-20,0,·,93,1,-5,7,1,93,-3.2
Cc1ccc(NS(=O)(=O)c2ccc(OCC(=O)NCc3ccco3)cc2)cc1,-16,3,-10,93,6,-15,53*,-2,86,-1.0
CC(NC(=O)c1cc2c(s1)CCCC2)C(C)(C)C (configuration not stated),-46,3,-1,82,-16,-5,3,0,68,-2.5
Cc1cc(=O)oc2c1c(C)nn2-c1nn[nH]n1,-37,11,-9,97,1,4,2,-2,95,-1.4
Cc1cc(C)nc(Nc2ncc(O)n2-c2ccccc2)n1,-36,3,1,93,18,-14,17,·,87,-1.8
O=C(C1=NN[C@@H]2C(=O)N(c3cccc(C(F)(F)F)c3)C(=O)[C@H]12)C(c1ccccc1)c1ccccc1,-26,0,-5,90,-6,-3,4,-3,89,-0.1
Cc1ccc(-c2cc(-c3ccccc3C)[nH]n2)c(O)c1,100*,2,-5,23,4,·,18,·,36,-3.0
COc1ccc2nc(C)c3c(c2c1)OC(C)C3 (configuration not stated),-45,1,18,95,7,-2,10,-1,98,-2.5
COc1cccc(-c2nnc(NC(=O)c3ccc(Cl)s3)o2)c1,19,7,10,11,-7,7,19,·,6,-1.2
COC(=O)Cn1c(C)nc(=O)c(-c2ccccc2)c1C,0,2,-42,96,1,-24,9,3,90,-2.5
Cc1cc(C)c(C(=O)Nc2ccc(S(=O)(=O)Nc3onc(C)c3C)cc2)c(C)c1,-12,1,·,98,7,-12,5,0,98,0.6
Cc1ccccc1Nc1cc(=O)oc2ccccc12,-5,2,-3,79,12,-8,4,-1,91,-1.1
Cc1cccc(N2CCN(CC(O)COCc3cccs3)CC2)c1C (configuration not stated),1,8,-17,69,2,4,5,-8,62,-1.0
Cc1cc(SCC(=O)Nc2ncc(Cl)cc2Cl)nc2ccccc12,-38,10,8,82,-11,-5,3,0,79,0.7
CN(C)c1ccc(NC(=O)N2CCOCC2)cc1,-5,5,2,79,0,·,6,·,84,-0.1
CCOc1ccc(C2C(C(=O)OC)=C(C)N=C3SCCC(=O)N32)cc1OCC (configuration not stated),-26,-1,-21,90,-5,-1,7,-1,98,-2.9
C=CCn1c(SCC(=O)NCCC2=CCCCC2)nc2ccc(Cl)cc2c1=O,-37,6,-52,55,2,-4,20,2,56,-1.4
COc1ccc(-c2c(C)n([O-])c3c([n+]2=O)CCCC3)c(OC)c1,-39,1,-2,98,-18,-3,3,-1,96,0.8
COC(=O)C1=C(CSc2nncn2C)NC(=O)NC1c1ccc(F)cc1 (configuration not stated),-20,-1,3,93,1,-4,7,-1,95,-0.9
CCCOC(=O)Nc1ccc(S(=O)(=O)Nn2cnnc2)cc1,-31,1,·,91,-4,-16,14,0,90,-0.5
CCCCCCC(=O)Nc1nc(C)c(-c2csc(Nc3cc(OC)ccc3OC)n2)s1,-40,1,-39,55,-21,-15,9,6,49,-1.8
COc1ccc(-c2nnc3n(CCc4ccccc4)c(=O)c4ccccc4n23)cc1OC,-26,5,37,75,-22,-4,27,3,81,0.4
COC(=O)c1ccsc1NC(=O)CSc1nnnn1-c1ccccc1SC,-33,10,10,80,-1,-8,10,0,92,-1.5
Cc1ccc(NC(=O)CN2C(=O)CSC2=O)cc1,-21,0,-13,96,6,·,3,·,94,2.0
CC(C)CCNC(=O)CN(C(=O)Cn1nnc(-c2ccccc2F)n1)c1cccc2c1CCCC2,-12,6,4,58,9,-3,2,·,44,0.3
O=C1c2ccccc2S(=O)(=O)N1CC1CC(c2ccccc2)=NO1 (configuration not stated),-48,1,22,96,-3,-12,2,-1,99,1.5
COc1ccc2oc(=O)c(C(=O)N3CCN(c4ccccc4)CC3)cc2c1,-25,5,·,104,-19,-9,4,0,106,1.9
O=C(O)c1cccc(COCC(F)(F)C(F)F)c1,-53,-1,11,100,18,0,23,-2,95,-0.7
O=C(NC(=S)N(Cc1ccccc1)c1ccccn1)C1CCCCC1,1,0,-11,99,-5,-4,14,-8,95,-0.8
N#CCCn1c(SCC(=O)N2CCN(S(=O)(=O)c3ccccc3)CC2)nc2ccccc21,-5,8,·,91,7,-12,8,1,96,-0.1
Cc1cc2ccccc2n1CCNC(=O)Cc1cccc2ccccc12,26,5,-9,10,5,-12,17,2,8,-2.0
Cc1ccc(-c2nnc(N(C)C(=O)c3cccnc3)s2)cc1,-44,1,-24,103,4,-19,3,·,89,3.1
O=C(NCc1ccc2c(c1)OCO2)C1CCN(Cc2cnn(-c3ccccc3)c2-n2cccc2)CC1,-30,9,15,83,-11,-18,6,1,73,-3.6
O=C(CSc1nnnn1C1CCCC1)N1CCN(C(=O)c2ccco2)CC1,-30,1,-5,102,6,-9,7,0,93,0.7
C/C(=N\NC(=O)c1cc(-c2cccc([N+](=O)[O-])c2)n[nH]1)c1ccccc1O,-22,14,3,9,-11,0,11,·,2.9*,4.6
C=CCn1c(=O)/c(=C/c2cc(OC)c(OC)c(OC)c2)s/c1=C(/C#N)c1nc2ccccc2n1C,-35,-1,-75,48,9,9,7,0,56,-2.2

# Sorted by the number under Measles CPE (ascending): three of the compounds above.
structure,NPY Y2 blocker,E-sel TNF inh,GALR2 antag,Yeast lifespan up,Measles CPE,Phagocytosis inh
COc1ccc2oc(=O)c(C(=O)N3CCN(c4ccccc4)CC3)cc2c1,5,·,-19,-9,4,0
C/C(=N\NC(=O)c1cc(-c2cccc([N+](=O)[O-])c2)n[nH]1)c1ccccc1O,14,3,-11,0,11,·
O=C(NC(=S)N(Cc1ccccc1)c1ccccn1)C1CCCCC1,0,-11,-5,-4,14,-8

# Continued:
SMILES,Yeast growth inh,NPY Y2 blocker,E-sel TNF inh,HCT116 bCat-KO,GALR2 antag,Yeast lifespan up,Measles CPE,Phagocytosis inh,PTEN del growth,MRP-1 activ
COc1ccc(-n2c(SCC#N)nnc2-c2ccc(NS(=O)(=O)c3ccc(C)cc3)cc2)cc1,-43,3,-5,86,4,-5,4,-1,85,-1.4
CCCCc1nc(S(=O)(=O)c2ccc(Cl)cc2)c(N2CCOCC2)o1,-7,1,-9,80,0,·,22,·,84,-2.5
COCC(C)n1c(C)cc(C(=O)CSc2nnc(N)s2)c1C (configuration not stated),-41,-1,-10,97,-10,-15,4,0,93&91,-0.6
CCCOC(=O)CSC1=C(C#N)C(c2ccccc2Cl)CC(=O)N1 (configuration not stated),-53,2,·,81,0,8,11,0,94,-0.5
CC(C)N1C2OC(C3OC4C(O3)N(C(C)C)S(=O)(=O)N4C(C)C)OC2N(C(C)C)S1(=O)=O (configuration not stated),-6,-1,8,103,5,-4,20,1,94,-1.7
O=C(Nc1nc2ccccc2s1)c1cc(-c2ccccc2)nn1-c1ccccc1,-31,3,-9,15,8,-1,7,-1,12,0.8
Cc1ccsc1/C=N/NC(=O)c1cc(-c2ccncc2)nc2ccccc12,-46,6,4,16,17,0,4,18,14,-3.7
